Assay outcomes (PubChem BioAssay)
MLL CXXC-DNA inh: qHTS Fluorescence Polarization Assay for Inhibitors of MLL CXXC domain - DNA interaction; Histone-lysine N-methyltransferase 2A (Homo sapiens), Q03164; MLL-CXXC / FITC-HOXA9 DNA fluorescence polarization; Potency, µM (highest dose often 115 µM), for the others: at the highest dose activity change, negative = inhibition, actives largely listed as inhibitors; actives 0.037% (n = 290,000); AID 2662, 2010; active = well fitted inhibition curve with a large enough effect in the polarisation, with a control signal flat, not every such curve was filed as active; inconclusive = small, poorly fitted or top-dose-only effect, or effect the other way, or a change in a side signal; inactive = no such curve, though single readings can be large or run the other way; the % refers to the polarisation; note: potency is the fitted concentration of half-maximal effect
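Steps: dispense CXXC domain solution (7 uM) → pin compounds or unlabeled HOX-A9 DNA control → 5 min ambient → add FLSN-HOX-A9 solution (50 nM) → spin → 30 min ambient → fluorescence polarization. Tris pH 7.5/NaCl/DTT/BSA buffer.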
TSHR antag: Antagonists of the Thyroid Stimulating Hormone Receptor: HTS campaign | Thyrotropin receptor (Homo sapiens), P16473 | TSHR-expressing cells, TSH-stimulated cAMP HTRF, 2 h; active compounds read low | activity change, negative = inhibition, % at 11.5 µM | actives 0.2% (n = 330,000) | AID 504810, 2011;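 active = activity change below a set negative limit, meaning inhibition stronger than a set level, cut at about -70% in these data; inconclusive = activity change between two set negative limits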; note: % is set by controls: 0 for no effect and ±100 for the full control effect
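Read-out is FRET at 665 nm (cryptate excitation 337 nm) from a cryptate-tagged anti-cAMP antibody, competed by cell cAMP against cAMP-d2. Compounds are tested on freshly harvested TSHR cells challenged with 4nM TSH (EC80) for 2 hours at 37 deg C.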
Mito fusion yeast: qHTS Assay for Small Molecule Inhibitors of Mitochondrial Division or Activators of Mitochondrial Fusion | S. cerevisiae fusion-defective mutant growth rescue, CellTiterGlo 48 h | Potency, µM (highest dose often 46.1 µM), for the others: at the top dose growth rescue (activation), usual class: activators | AID 485298, 2010 | actives 0.23% (n = 320,000);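 note: potency is the fitted concentration of half-maximal effect; % of control where 0% means no effect; nearly all actives have a fitted effect of over 45% in size; temperature-sensitive fusion mutants such as fzo1-1 at 37 °C on non-fermentable ethanol glycerol medium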
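S. cerevisiae fusion-defective temperature-sensitive mutants (e.g. fzo1-1, mgm1-5) grown 48 h at 37C in YPEG (ethanol/glycerol non-fermentable) medium with 23 nl compound per well; growth rescue read as CellTiterGlo luminescence.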
TSG101-PTAP inh: qHTS Assay for Iinhibitors of HIV-1 Budding by Blocking the Interaction of PTAP/TSG101 | 340,000 tested, under 10 active | Fluorescence polarization, FITC-PTAP peptide / Tsg101 binding | Potency, µM (titrated, usually from 115 µM), for inactives: at the top dose activity change, negative = inhibition, usual class: inhibitors | Tumor susceptibility gene 101 protein (Homo sapiens), Q99816; active = well fitted inhibition curve with a large enough effect in the main read-out, with a control signal flat, not every such curve was filed as active; inconclusive = small, poorly fitted or top-dose-only effect, or effect the other way, or a change in a side signal; inactive = no such curve, though single readings can be large or run the other way; note: potency is the fitted concentration of half-maximal effect; % of control where 0% means no effect
Target sequence (Q99816 whole entry, looked up): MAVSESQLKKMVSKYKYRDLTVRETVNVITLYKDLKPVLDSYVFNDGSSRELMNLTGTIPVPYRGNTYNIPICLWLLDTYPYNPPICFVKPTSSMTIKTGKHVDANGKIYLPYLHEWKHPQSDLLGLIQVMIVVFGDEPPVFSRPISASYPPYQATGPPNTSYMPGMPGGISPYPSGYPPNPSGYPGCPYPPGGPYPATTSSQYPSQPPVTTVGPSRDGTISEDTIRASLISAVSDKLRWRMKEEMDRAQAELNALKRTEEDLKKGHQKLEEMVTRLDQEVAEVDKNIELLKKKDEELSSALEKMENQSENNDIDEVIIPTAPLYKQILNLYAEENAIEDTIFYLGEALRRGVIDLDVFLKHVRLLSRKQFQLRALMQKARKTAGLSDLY
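Fluorescence anisotropy tracks displacement of a FITC-tagged PTAP peptide (50 nM) from the Tsg101 binding domain (10 uM), following a 20 min room-temperature incubation at pH 7.5.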
Menin-MLL TR inh: qHTS Assay for Inhibitors Targeting the Menin-MLL Interaction in MLL Related Leukemias: Competition With Texas Red Labeled MLL-derived Mutant Peptide | Menin + Texas Red MLL mutant peptide, fluorescence polarization | Potency, µM (titrated, usually from 61.6 µM), without a hit: at the highest dose FP activity change, negative = inhibition, usual class: inhibitors | actives 0.23% (n = 270,000) | AID 1768, 2009; active = well fitted inhibition curve with a large enough effect in the polarisation, with a control signal flat, not every such curve was filed as active; inconclusive = small, poorly fitted or top-dose-only effect, or effect the other way, or a change in a side signal; inactive = no such curve, though single readings can be large or run the other way; the % refers to the polarisation; note: potency is the fitted concentration of half-maximal effect; % of control where 0% means no effect; many of its hits are not listed in these tables
ASM inhibitor: Inhibitors of Secretory Acid Sphingomyelinase (S-ASM): qHTS; Potency, µM (doses to about 57.5 µM), inactives show at the top dose activity change, negative = inhibition, actives largely listed as inhibitors; placental ASM, HMU-PC fluorogenic substrate, 60 min; AID 504937, 2011; actives 0.006% (n = 340,000); Sphingomyelin phosphodiesterase (Homo sapiens), P17405; note: potency is the fitted concentration of half-maximal effect
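Steps: dispense placental human ASM, pin compound, wait 10 min at room temperature, add HMU-PC0 substrate at 9 uM final, incubate 60 min at 37 °C, add stop solution raising pH to 10, read fluorescence.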
MBNL1 CUG block: qHTS Assay for Inhibitors of MBNL1-poly(CUG) RNA binding; Muscleblind-like protein 1 (Homo sapiens), Q9NR56; TR-FRET MBNL1-His/biotin-(CUG)12 binding, 665/545 ratio; Potency, µM (top dose mostly 57.5 µM), without a hit: top-dose activity change, negative = inhibition, actives largely listed as inhibitors; actives 0.036% (n = 280,000); active = well fitted inhibition curve with a large enough effect in the signal ratio, with a control signal flat, not every such curve was filed as active; inconclusive = small, poorly fitted or top-dose-only effect, or effect the other way, or a change in a side signal; inactive = no such curve, though single readings can be large or run the other way; the % refers to the signal ratio; note: potency is the fitted concentration of half-maximal effect; % is set by controls: 0 for no effect and ±100 for the full control effect
Target sequence (Q9NR56 whole entry, looked up): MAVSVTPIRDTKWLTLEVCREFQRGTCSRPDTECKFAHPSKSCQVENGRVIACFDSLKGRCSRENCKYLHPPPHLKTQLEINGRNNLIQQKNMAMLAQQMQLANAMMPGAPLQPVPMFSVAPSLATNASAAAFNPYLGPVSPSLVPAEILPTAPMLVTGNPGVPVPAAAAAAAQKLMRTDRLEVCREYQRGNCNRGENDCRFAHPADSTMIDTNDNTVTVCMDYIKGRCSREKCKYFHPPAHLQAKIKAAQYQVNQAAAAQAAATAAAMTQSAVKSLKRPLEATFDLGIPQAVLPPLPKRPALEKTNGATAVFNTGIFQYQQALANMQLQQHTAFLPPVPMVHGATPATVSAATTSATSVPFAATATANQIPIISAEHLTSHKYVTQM
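TR-FRET between His-tagged MBNL1 and biotin-(CUG)12 RNA, detected with Tb anti-His antibody (0.055 ng/ul) and streptavidin-XL665 (5 nM), 60 min at room temperature. Compounds titrated 92 nM to 58 uM; 665/545 nm ratio normalized to buffer and complex controls.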
a7 integrin act: qHTS for Activators of Integrin-Mediated Alleviation for Muscular Dystrophy | alpha7betagal myoblasts, beta-gal FDG fluorescence, 48 h | Potency, µM (top dose mostly 38.3 µM), for inactives: at the top dose activation, most hits filed as activators | actives 0.064% (n = 350,000);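 note: potency is the fitted concentration of half-maximal effect; 100% = response of the positive control SU9516; nearly all actives have a fitted effect of over 60% in size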
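Alpha7betagal+/- myoblasts (passage 13) were plated 16-24 hr, then exposed to compounds (1:260 dilution of DMSO stock) for 48 hours at 37C. After MPER lysis, β-galactosidase reporter activity was read as FDG fluorescence (ex 480/em 540) after 30 minutes.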
AT treatment: qHTS Assay for Identifying a Potential Treatment of Ataxia-Telangiectasia. Potency, µM (highest dose often 57.5 µM), for inactives: top-dose activation, hits mostly activators. […] A-T fibroblasts, KAP-1 phosphorylation AlphaLISA; neocarzinostatin DNA damage 30 min before lysis. AID 485349, 2010. actives 0.19% (n = 320,000); note: potency is the fitted concentration of half-maximal effect; % of control where 0% means no effect; nearly all actives have a fitted effect of over 45% in size
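hTERT-immortalized A-T patient fibroblasts ([…]), 500 cells/well in OPTI-MEM, 1% FBS, got compounds for 60 min, then NCS for 30 min at 37C. Lysates were then assayed for phospho-KAP-1 by AlphaLISA (anti-pKAP1 donor, anti-KAP1 acceptor beads), 6 hr at 25C.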
TCR act: Activators of T cell receptors: qHTS campaign; 330,000 tested, under 10 active; Potency, µM (top dose mostly 9.22 µM), inactives show at the highest dose activation of IL-2 secretion, hits mostly activators; AID 504894, 2011; primary human leukocytes, anti-CD3, IL-2 HTRF, 48 h; note: % of control where 0% means no effect
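Primary human leukocytes were stimulated with a-CD3 beads plus compounds for 48 hr without co-stimulation; secreted IL-2 was quantified by HTRF using a-IL-2-K (europium cryptate) and a-IL-2-d2, excited at 320nm with acceptor emission read at 665nm.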
The depositor's hits bear a star; i = inactive; ? = inconclusive; · = not tested or not shown; & = joins results of further samples; [ ] = dose if it differs, or a comment. Unless noted, calls come from the whole dose curve; as a rule, active = well fitted curve in the direction sought with a large enough effect; inconclusive = small, poorly fitted or top-dose-only effect, or another doubt; inactive = no such curve, though single readings can be large; an effect the other way counts as inactive or inconclusive.

cpd	SMILES	MLL CXXC-DNA inh	TSHR antag	Mito fusion yeast	TSG101-PTAP inh	Menin-MLL TR inh	ASM inhibitor	MBNL1 CUG block	a7 integrin act	AT treatment	TCR act
1	COc1ccc(C2CN(C)CC2C(=O)c2ccc(F)cc2)cc1Cl (centres undefined)	4%	-2	2%	1%	-3%	-1%	·	0%	4%	-7%
2	CC1CCCCN1CC(=O)c1ccc2cc[nH]c2c1 (centres undefined)	0%	3	1%	-3%	6%	17%	3%	-12%	28%	1%
3	CCC(C)N1C(=O)/C(=C\c2cnc(N(C)C)nc2)C(=O)NC1=S (centres undefined)	8%	-11	-3%	1%	43%[activator]	6%	5%	-11%	23%	-4%
4	FC(F)(F)c1cccc(C2NCc3ccccc3-n3cccc32)c1 (centres undefined)	-1%	7	-15%	-1%	?	2%	0%	9%	?	-2%
5	CCOC(=O)C1=C(N)Oc2c(c(=O)oc3ccccc23)C12C(=O)N(C)c1ccccc12 (centres undefined)	-5%	8	2%	-1%	0%	-2%	-1%	33%	1%	-2%
6	Nc1c(C(=O)NC2CCCC2)c2nc3ccccc3nc2n1CC1CCCO1 (centres undefined)	1%	1	-6%	-2%	18%	i	17%	-7%	25%	0%
7	COCCCNC(=O)c1c(NC(=O)c2ccco2)n(Cc2ccccc2)c2nc3ccccc3nc12	?	-6	10%	-1%	-1%	·	9%	-55%[inhibitor]	3%	-19%
8	COc1ccc(NC(=O)c2c(C)nn(Cc3ccccc3Cl)c2Cl)cc1Cl	-4%	8	2%	-7%	27%	0%	-11%	-8%	-2%	-3%[46.1 µM]
9	CC1CCOC(=O)C=CC=CC(=O)OC2CC3OC4C5OC5(C)C(O)CC4(COC(=O)C1O)C2(C)C31CO1 (centres undefined)	·	·	·	-1%	·	6%	·	-55%[inhibitor]	·	-3%
10	CCOC(=O)C(O)(c1cn(C)c2ccccc12)C(F)(F)F (centres undefined)	2%	-7	7%	-1%	0%	-11%	-8%	-15%	1%	-4%
11	NC(N)=Nc1ccc2[nH]c3c(c2c1)C[C@@]1(O)[C@H]2Cc4ccc(O)c5c4[C@@]1(CCN2CC1CC1)C3O5 (some centres undefined)	·	4	·	-2%	·	3%	·	·	12%	1%
12	Cc1ccc(-n2c(/C=C/c3ccc4c(c3)OCO4)nc3ccccc3c2=O)cc1	8%	-4	?	·	-3%	·	-12%	·	6%	0%[46.1 µM]
13	c1ccc2c(N3CCNCC3)cccc2c1	10%	-17	-2%	-2%	-10%	2%	·	·	·	1%
14	O=c1[nH]c(=O)n(-c2cccc3ccccc23)c(O)c1C=NCc1ccc2c(c1)OCO2	-10%	-6	2%	-4%	-6%	9%	8%	3%	3%	5%
15	Cc1ccc(N2C(=O)/C(=C/N3CCN(C(=O)c4ccco4)CC3)C(=O)NC2=S)cc1C	-20%	2	1%	-5%	-11%	0%	-8%	-3%	-4%	5%
16	CC(C)N1CCN(Cc2cccc([N+](=O)[O-])c2)CC1	10%	22	-4%	-2%	9%	0%	-4%	12%	0%	-10%
17	Clc1ccc2c(c1)CCc1cccnc1C2=C1CCNCC1	-2%&7%&1%	1&5	2%&-16%	·	?	·	5%&5%	·	·	·
18	COc1ccc(CNCCc2ccc(Cl)cc2)c(OC)c1OC	-1%	13	-8%	-2%	-5%	-2%	-8%	-21%	0%	1%
19	CCN1C(=O)C(=C2C=C(C)N(Cc3ccco3)C(C)=C2)C(=O)N(CC)C1=S	-6%	-5	1%	1%	23%	183%[activator]	?	?	25%	-22%
20	O=C1NC(=O)N(Cc2ccco2)C(=O)/C1=C\c1cccn1CCOc1ccccc1	?	0	1%	-1%	·	-3%	10%	-12%	11%	-6%
21	Cc1sc2c(c1C)C(c1cccs1)=NCC(=O)N2CC(=O)NCc1cccs1	-1%	1	1%	-7%	-3%	2%	-14%	0%	5%	10%
22	CC(=NCCc1ccccc1)c1c(O)n(C)c(=O)n(C)c1=O	-11%	1	0%	-4%	·	0%	2%	3%	-2%	4%
23	Cc1ccc(NC(=O)c2cc(-c3ccccc3)n(CCCN3CCOCC3)c2C)cc1	-8%	16	-9%	-5%	·	-3%	·	-17%	7%	3%
24	COc1cc2[nH]c(=O)n(-c3ccc(C)cc3)c(=O)c2cc1OC	52%[activator]	-5	-4%	-2%	18%	10%	-12%	3%	6%	2%
25	O=c1[nH]c(=S)n(-c2ccccc2)c(O)c1C=NCCN1CCNCC1	-6%	-4	-1%	0%	4%	1%	-7%	-4%	-10%	-11%
26	CC1CCCCN1Cc1cccnc1 (centres undefined)	9%	11	2%	-1%	-17%	-2%	-3%	-3%	-4%	-4%
27	CCc1nc2ccccc2c(=O)n1-c1ccccc1[N+](=O)[O-]	8%	0	-3%	-10%	10%	5%	26%	23%	1%	-3%[46.1 µM]
28	CCOc1cc2c(cc1OCC)-n1cccc1C(c1ccc(C)cc1C)NC2 (centres undefined)	11%	-5	-14%	-1%	?	-2%	1%	-59%[inhibitor]	4%	-3%
29	C(#CCN1CCOCC1)COC/C=C/c1ccccc1	-5%	2	-1%	-2%	-23%	-2%	-8%	-18%	5%	-3%
30	O=P(NCc1ccccc1)(Oc1ccccc1)Oc1ccccc1	-2%	24	21%	-4%	?	-1%	0%	0%	5%	-3%[46.1 µM]
31	CCCCn1c(NC(=O)c2ccco2)c(C(=O)OCC)c2nc3ccccc3nc21	-8%	1	7%	-5%	-5%	456%[activator]	4%	-55%[inhibitor]	4%	·
32	CC(C(O)c1ccccc1)N(C)CCn1cnc2c1c(=O)n(C)c(=O)n2C (centres undefined)	9%	-2	-6%	0%	-2%	-1%	-5%	0%	-8%	-4%
33	C[C@]12CCC(=O)C=C1CCC1C2CC[C@@]2(C)C1CC[C@]2(C)O (some centres undefined)	·	-18	·	-9%	·	-3%	·	-22%	-4%	3%
34	O=C1OCCN1P(=O)(c1ccccc1)c1ccccc1	6%	-1	2%	-4%	-2%	3%	-4%	7%	-2%	-2%
35	CCOC(=O)c1ccc(NC(=O)N2CC3CC(C2)c2cccc(=O)n2C3)cc1 (centres undefined)	1%	10	3%	-3%	·	0%	-4%	0%	6%	-1%
36	CN1C(=O)NC(=O)/C(=C\c2ccc([N+](=O)[O-])o2)C1=O	?	6	-4%	-7%	?	-2%	?	-34%	-12%	-2%

Profiles from above:
Results for `C[C@]12CCC(=O)C=C1CCC1C2CC[C@@]2(C)C1CC[C@]2(C)O` (some centres undefined) → MLL CXXC-DNA inh = ·; TSHR antag = -18; Mito fusion yeast = ·; TSG101-PTAP inh = -9%; Menin-MLL TR inh = ·; ASM inhibitor = -3%; MBNL1 CUG block = ·; a7 integrin act = -22%; AT treatment = -4%; TCR act = 3%
Results for `CCOC(=O)c1ccc(NC(=O)N2CC3CC(C2)c2cccc(=O)n2C3)cc1` (centres undefined) → MLL CXXC-DNA inh = 1%; TSHR antag = 10; Mito fusion yeast = 3%; TSG101-PTAP inh = -3%; Menin-MLL TR inh = ·; ASM inhibitor = 0%; MBNL1 CUG block = -4%; a7 integrin act = 0%; AT treatment = 6%; TCR act = -1%

These rows are one share of the data; the hit share may differ from the screen's.
